Screens (PubChem)
E-sel inducer – induces E-selectin expression in human endothelial cells. HUVEC E-selectin immunofluorescence imaging; normalized: neutral wells 0, TNF-alpha wells 100. activation, % at 7.58 µM. 260,000 tested, 0.37% active. AID 686992;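 active = mean E-selectin-positive cell signal at least 10% of the positive control, reached in at least 60% of replicates, without over 20% cell loss; inconclusive = no rule given, readout overlaps actives, possibly toxicity-flagged; inactive = the rest, including those meeting only one limit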;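 note: in these data hits start at about 27%; measured in HUVEC primary endothelial cells; signal is the percent of cells scored E-selectin positive by PE staining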
Target sequence (P16581 whole entry, looked up): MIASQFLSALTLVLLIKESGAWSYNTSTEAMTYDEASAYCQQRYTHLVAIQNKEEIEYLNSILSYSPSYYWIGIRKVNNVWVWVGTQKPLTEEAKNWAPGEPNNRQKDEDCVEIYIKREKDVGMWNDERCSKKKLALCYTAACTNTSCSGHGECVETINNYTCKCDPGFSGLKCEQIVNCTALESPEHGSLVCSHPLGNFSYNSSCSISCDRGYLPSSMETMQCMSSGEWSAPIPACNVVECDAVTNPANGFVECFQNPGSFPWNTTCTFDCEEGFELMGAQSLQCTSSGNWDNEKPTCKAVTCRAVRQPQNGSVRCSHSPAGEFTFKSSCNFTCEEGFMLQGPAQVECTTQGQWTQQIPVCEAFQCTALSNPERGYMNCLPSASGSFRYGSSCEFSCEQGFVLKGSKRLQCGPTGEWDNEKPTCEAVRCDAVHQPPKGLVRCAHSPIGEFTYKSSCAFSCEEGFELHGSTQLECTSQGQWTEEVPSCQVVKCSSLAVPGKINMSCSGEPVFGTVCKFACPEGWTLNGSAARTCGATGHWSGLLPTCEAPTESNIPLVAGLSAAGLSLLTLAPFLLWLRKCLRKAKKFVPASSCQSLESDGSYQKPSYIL
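assay system = HUVEC, human umbilical vein endothelial cells | input = 3,000 HUVEC seeded per well | medium = EGM-2 growth medium on 0.1% gelatin-coated wells | dosing = one compound dose added by pin transfer | signal = immunofluorescence imaging | read-out basis = % PE-positive cells | control set = TNF-alpha, DMSO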
DENV2 CPE – DENV2-induced cell death inhibition; DENV2-infected cells, cytopathic effect rescue, plate reader; CPE inhibition, % at 9.99 µM; 350,000 tested, 1.7% active; AID 651640; in the data active = CPE inhibition above about 20%, passing the limit was not always enough; inconclusive = no clear call, values can overlap the other calls; tested in BHK-21 cells;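 note: 0% = median of neutral control wells and 100% = median of positive control wells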
RAD52 inh – blocks human RAD52 DNA annealing. inhibition, % at 18.7 µM. P43351. 360,000 tested, 0.46% active. recombinant RAD52 DNA annealing, FRET fluorescence;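 active = every replicate showing at least 50% inhibition; inconclusive = mean inhibition at least 50% but not in every replicate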
Target sequence (P43351 whole entry, looked up): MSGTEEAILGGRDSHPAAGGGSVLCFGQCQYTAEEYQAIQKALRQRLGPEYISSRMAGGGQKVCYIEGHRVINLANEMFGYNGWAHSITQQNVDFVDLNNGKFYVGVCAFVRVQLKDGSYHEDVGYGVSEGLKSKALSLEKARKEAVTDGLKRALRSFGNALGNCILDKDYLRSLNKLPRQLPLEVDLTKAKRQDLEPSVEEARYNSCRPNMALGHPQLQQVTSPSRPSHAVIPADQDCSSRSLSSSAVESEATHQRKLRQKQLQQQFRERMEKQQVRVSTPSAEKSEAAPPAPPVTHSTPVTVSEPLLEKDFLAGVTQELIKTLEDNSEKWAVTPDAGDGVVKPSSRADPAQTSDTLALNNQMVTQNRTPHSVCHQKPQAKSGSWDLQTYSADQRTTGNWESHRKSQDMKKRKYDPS
CFTR F508del cor – correctors of CFTR F508del function in bronchial epithelial cells. CFBE cells, YFP halide quenching; stimulated with forskolin plus potentiator P3; % fluorescence drop versus neutral controls. activity (quench increase), % at 7.58 µM. 350,000 tested, 0.36% active;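 active = mean added fluorescence quench of at least 8% versus neutral control, with both replicates also reaching 8%; inconclusive = only one of the mean or replicate conditions met; inactive = mean below 8% and not both replicates reaching 8%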;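 note: cells transiently co-express mutant CFTR-F508del with the halide-sensitive YFP; corrector assay measuring rescue of mutant channel to the surface after 24 h compound exposure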
RAD54 branch – inhibitors of human RAD54 branch migration; Q92698; inhibition, % at 10.4 µM; RAD54 Holliday junction branch migration, FAM/BHQ fluorescence; 360,000 tested, 0.14% active; AID 602329;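 active = mean normalized replicate activity at least 40 and at least half of replicates scoring 40 or more; inconclusive = only one of the two criteria met; inactive = mean below 40 and under half of replicates reaching 40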;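 note: 0% = median of neutral control wells and 100% = median of positive control wells; inhibitors cause a drop in the FAM fluorescence signal; in these data hits start at about 50%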
Casp6 inh – blocks human caspase-6 cleavage activity; AID 686996; inhibition, % at 12.5 µM; 350,000 tested, 0.53% active; purified caspase-6, Z-VEID-R110 cleavage fluorescence; P55212;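 active = mean inhibition across replicates at least about 35%, with every replicate also reaching that limit, limit read from the data; inconclusive = only one of the two criteria met; inactive = neither criterion met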;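 note: 0% = median of neutral control wells and 100% = no fluorescence left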
Xi reactivation – activators of X-chromosome reactivation in mouse fibroblasts; XiGFP mouse fibroblasts, % GFP-positive cells imaging, 3 d; cells co-treated with 5-aza-dC sensitizer; scaled so ellipticine positive control = 100%; activation, % at 7.58 µM; 360,000 tested, 0.055% active;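 active = mean normalized replicate activation at least 10% and every replicate at or above 10%; inconclusive = only one of the two criteria met; inactive = mean below 10% and not all replicates reach 10%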;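 note: 0% = median of on-plate neutral control wells and 100% = ellipticine 6 µM median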
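System: 68-5-11 XiGFP fibroblast line; Timing: 3 days compound exposure; Compound dosing: one concentration, pinned; Benchmarks: positive control ellipticine, 6 µM final; Buffer or medium: DMEM containing 5-aza-dC.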
GSIS activator – primary screen for activators of insulin secretion dependent on glucose, INS-1E cells, GLuc reporter luminescence | 370,000 tested, 0.61% active | AID 743287 | INS-1E GLuc reporter insulin secretion, 2-3 h | activation, % at 16.6 µM;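 active = lowest replicate activation of at least 40%, so every replicate reaches that level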;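 note: 0% = median of neutral control wells and 100% = median of IBMX positive control wells; some compounds called inactive have numbers as strong as hits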
Numbers without * were called inactive; ? = inconclusive; nt = not tested or not shown; & = joins results of further samples. Compounds were not picked by outcome; 3.7% or so of the library scored in one or more.

SMILES	E-sel inducer	DENV2 CPE	RAD52 inh	CFTR F508del cor	RAD54 branch	Casp6 inh	Xi reactivation	GSIS activator
Cc1cc(C)cc(N(C(=O)c2csnn2)C(C(=O)NC2CCCC2)c2cccnc2)c1 (stereo not given)	-0.2	-4	-5	2.1	-1	-1	-0.1	3
Cc1cc(C(F)(F)F)nc(CCNCc2c(C(=O)N3CCCC3)nc3ccccn23)n1	nt	0	-10	-0.3	-3	nt	0.0	nt
Cc1noc(C)c1NC(=O)Nc1ccc2c(c1)C(=O)N([C@H](C)CO)C[C@H](C)[C@H](CN(C)C(=O)Nc1ccccc1)OCCCC[C@H](C)O2	-0.3	68*	4	-3.4	-3	2	0.2	0
CCCCC(c1nnnn1CS(=O)(=O)c1ccc(C)cc1)N1CCN(C)CC1 (stereo not given)	nt	4	-10	0.1	nt	0	0.1	-17
Cc1cc(NC(=O)Nc2ccc(Cl)cc2)n(-c2ccccc2)n1	nt	1	-5	-13	0	-1	0.1	-21
Nn1c(SCC(=O)NC2CCCCCC2)nnc1C(F)(F)F	0.1	4	-20	-6.4	0	-1	0.2	-3
C=CCN1Cc2ccccc2[C@H]2OC(c3ccc(OCCCO)cc3)=N[C@@]2(CC=C)C1=O	nt	12	-7	-2.4	1	1	nt	nt
CCCCNC(=O)CCn1c(=O)c2ccccc2n(Cc2ccc(Cl)cc2)c1=O	nt	-8	-2	1.1	nt	-1	0.0	nt
CCc1c(C(=O)NNC(=O)Nc2ccc3c(c2)OCO3)csc1C	nt	-1	-3	-5.0	10	3	0.5	-10
Cc1ccccc1NS(=O)(=O)c1ccc(OCC(=O)N2CCCCC2)cc1	nt	nt	-11	-0.9	-6	3	nt	14
Cc1ccccc1CN1CCN(Cc2ccc3cccc(F)c3n2)CC1CCO (stereo not given)	nt	-4	-30	1.0	13	2	0.0	7
N[C@@H](Cc1ccc(O)cc1)c1nnc([C@H](CCC(=O)O)NC(=O)C2CCNCC2)o1	-0.8	?	-18	-1.0	2	nt	0.0	7
COc1ccc(NC(=O)CSc2nnc(Cc3cccs3)n2-c2ccc(C)cc2)cc1	nt	1	-19	-2.8	-1	4	nt	-43
C[C@@H]1CN([C@@H](C)CO)C(=O)Cc2cc(NS(=O)(=O)c3ccccc3)ccc2O[C@H]1CN(C)C(=O)Nc1cccc2ccccc12	0.4	-9	-7	-1.5	-4	10	0.5	4
CNC(=O)/C(C#N)=C1/SC(Cc2ccc(F)cc2)C(=O)N1c1ccccc1 (stereo not given)	nt	-4	-13	3.1	nt	16	0.0	nt
Cc1ccc(Cn2c(CCC(=O)O)nc3ncccc3c2=O)cc1	0.0	1	-19	-2.1	4	-1	0.1	-7
Cc1cccc(C)c1NC(=O)CN1C(=O)CCSc2ccc(S(=O)(=O)N3CCCC3)cc21	nt	2	-8	4.7	-5	-3	0.0	8
Cc1ccc(NC(=S)N2CCCN(Cc3ccc(F)cc3)C2)c(C)c1	-0.1	-1	-20	-0.4	1	-18	nt	-31
Cc1cccc(NC(=S)N(CCN(C)C)C(C)c2cccnc2)c1 (stereo not given)	0.5	8	2	-1.0	nt	-6	-0.2	3
OCCCNCc1ccc(-c2ccccc2)cc1	0.2	-3	-10	-0.6	-6	3	0.0	-18
Cc1ccccc1NC(=O)N(C)[C@H]1C[C@H]2c3[nH]c4c(-c5ccc6c(c5)OCO6)cccc4c3CCN2C(=O)[C@H]1[C@H](C)O	-0.3	-1	-5	-1.3	nt	1	0.4	nt
COCC(=O)N1CCC2(CC1)CN(S(C)(=O)=O)[C@H](CO)c1[nH]c3cc(OC)ccc3c12	0.0	?	1	-4.6	nt	nt	0.0	-2
CC(=O)N[C@@H]1CC[C@@H](CCNC(=O)C2CCC2)O[C@H]1CO	0.0	-9	-2	0.2	8	-4	-1.2	-2
COc1ccccc1CN1[C@H](CO)[C@H]2c3ccccc3N(C(=O)C3CCCCC3)C[C@H]21	-0.1	-2	8	-1.4	9	3	0.0	1
COC(=O)c1ccc(-c2c(-c3ccccc3)ncc3cc(OC)c(OC)cc23)cc1	-0.1	-10	-8	3.4	0	nt	0.0	28
CCc1c(C)sc(NC(=O)Cc2ccccc2OC)c1C(=O)N1CCOCC1	0.3	-8	-4	1.3	9	-1	0.0	2
Cc1cc(C(=O)CN2C(=O)C(=O)N(Cc3ccccc3)C2=O)c(C)n1-c1ccccc1F	-0.1	2	-10	-0.4	nt	2	-0.2	-5
COc1ccc(S(=O)(=O)Nc2cccc3c2O[C@H](CN(C)Cc2ccc(Oc4ccccc4)cc2)[C@@H](C)CN([C@H](C)CO)C3=O)cc1	-0.2&-0.1	0&-2	-5	1.4&-1.9	-1&-6	1&4	0.1&0.0	-17&-28
O=C1C(=O)N(CCCN2CCOCC2)C(c2ccc([N+](=O)[O-])cc2)/C1=C(\O)c1ccc2c(c1)OCCO2 (stereo not given)	-0.1	-1	-2	0.7	6	-1	0.4	6
O=[N+]([O-])c1cnc(Sc2ccncn2)s1	1.1	-5	-2	-3.7	-1	5	2.3	-5
CN1CCN(C(=O)C[C@H]2C[C@H]3c4cc(NC(=O)Nc5ccc(F)cc5)ccc4O[C@H]3[C@H](CO)O2)CC1	-0.3	1	17	1.3	1	-1	0.1	-2
CCC1=C(CC2NCCc3ccccc32)CC2c3cc(OC)c(OC)cc3CCN2C1 (stereo not given)	5.5	12	-84	10*	nt	0	0.7	nt
CN1CCc2c(sc3nc(SCC(N)=O)n(-c4ccc(Cl)cc4)c(=O)c23)C1	nt	5	13	-0.4	18	-2	0.3	4
COc1ccc(CC(=O)Oc2ccc(C)cc2Br)cc1OC	-0.2	-1	-6	-2.1	-2	0	0.0	42
COCC(=O)Nc1ccc2c(c1)OC[C@@H](C)N(C(=O)COC)C[C@H](C)[C@@H](OC)CN(C)C2=O	-0.1	-10	-13	0.9	-3	0	0.1	-5
O=C(c1ccccc1Cl)N(Cc1ccc(Br)cc1)N1C(=O)CCCC1=O	0.1	-3	-2	1.0	-1	3	-0.3	-24

An excerpt of these results, with two lines to a compound.
The line under a structure holds: E-sel inducer | DENV2 CPE | RAD52 inh | CFTR F508del cor | RAD54 branch | Casp6 inh | Xi reactivation | GSIS activator
- CN1CCN(C(=O)C[C@H]2C[C@H]3c4cc(NC(=O)Nc5ccc(F)cc5)ccc4O[C@H]3[C@H](CO)O2)CC1
  -0.3 | 1 | 17 | 1.3 | 1 | -1 | 0.1 | -2
- CCC1=C(CC2NCCc3ccccc32)CC2c3cc(OC)c(OC)cc3CCN2C1 (stereo not given)
  5.5 | 12 | -84 | 10* | nt | 0 | 0.7 | nt

Remaining list, next part.
SMILES	E-sel inducer	DENV2 CPE	RAD52 inh	CFTR F508del cor	RAD54 branch	Casp6 inh	Xi reactivation	GSIS activator
O=C(Nc1ccccc1-c1nnn(CC(=O)N2CCN(c3ccccc3)CC2)n1)c1cccs1	nt	-3	1	2.5	nt	-2	nt	3
CCN1C[C@@H]2[C@@H]3C(=O)N(C)C(=O)[C@@H]3[C@](Cc3ccccc3)(C(=O)OC)N2C1=NCc1ccccc1	-0.2	10	-12	0.3	1	2	0.0	-2
Cc1nn(C(=O)c2cccc([N+](=O)[O-])c2)c(C)c1Cl	nt	-5	-13	-1.7	-9	-3	0.0	63*
O=C(O)CN1C(=O)C2C3C=CC(C3)C2C1=O (stereo not given)	0.2	17	-1	1.5	-1	0	-0.2	-4
CN(c1nc2nonc2nc1NC1CC1)C1CCOC1 (stereo not given)	2.5	1	-21	-0.5	-2	-1	0.1	10
Cc1cc(C(=O)NC(Cc2c[nH]c3ccccc23)C(=O)O)c(C)o1 (stereo not given)	0.3	2	-27	-1.5	-4	7	0.3	-2
CS(=O)(=O)N1C[C@H](O)COC[C@@H]2O[C@@H](CC(=O)NCc3ccc(-c4ccccc4)cc3)CC[C@H]21	0.3	-3	78*	0.7	7	0	0.3	3
O=C(CNCC1CCCO1)N1CCCc2ccccc21 (stereo not given)	nt	7	4	-2.1	-2	0	nt	9
NS(=O)(=O)c1ccc(CCNC(=O)C2CCN(c3ncnc4c3nc3n4CCCCC3)CC2)cc1	nt	0	-9	0.7	3	1	0.1	4
C=CCNc1ccccc1S(=O)(=O)NCc1ccccc1	1.1	-1	4	-4.7	0	3	0.0	-24
Cc1ccc(-c2cnc3c(c2)C(=O)N([C@@H](C)CO)C[C@H](C)[C@@H](CN(C)C(=O)c2ccc(F)cc2)O3)cc1	0.1	-3	23	-0.4	-11	0	-0.6	1
Cc1nn(-c2cc(C(F)(F)F)ccn2)c(=O)o1	0.0	3	-9	-1.4	11	-5	0.0	nt

Full records from above:
O=C(Nc1ccccc1-c1nnn(CC(=O)N2CCN(c3ccccc3)CC2)n1)c1cccs1 is entered as E-sel inducer = nt; DENV2 CPE = -3; RAD52 inh = 1; CFTR F508del cor = 2.5; RAD54 branch = nt; Casp6 inh = -2; Xi reactivation = nt; GSIS activator = 3
C=CCNc1ccccc1S(=O)(=O)NCc1ccccc1 is entered as E-sel inducer = 1.1; DENV2 CPE = -1; RAD52 inh = 4; CFTR F508del cor = -4.7; RAD54 branch = 0; Casp6 inh = 3; Xi reactivation = 0.0; GSIS activator = -24

Other compounds:
SMILES	E-sel inducer	DENV2 CPE	RAD52 inh	CFTR F508del cor	RAD54 branch	Casp6 inh	Xi reactivation	GSIS activator
C[C@@H]1CN([C@H](C)CO)C(=O)c2cc(NC(=O)c3ccncc3)ccc2O[C@@H](C)CCCCO[C@@H]1CN(C)Cc1ccncc1	-0.2	4	-9	-0.9	2	1	0.0	15
Cc1noc(C)c1NC(=O)Nc1ccc2c(c1)C(=O)N([C@H](C)CO)C[C@@H](C)[C@@H](CN(C)S(=O)(=O)c1cn(C)cn1)O2	-1.7	-5	4	-3.2	10	-5	0.0	14
CCOc1ccc(C(=O)C2CCN(C(=O)c3ccc([N+](=O)[O-])cc3)CC2)cc1	0.1	-4	3	-3.4	-11	-1	0.2	-15
COC1CCCN(C(=O)c2ccc3nc(Cc4cccc(Cl)c4)oc3c2)C1 (stereo not given)	0.1	15	-27	0.1	-5	1	-0.1	-9
O=C(C[C@H]1CC[C@H]2[C@@H](COC[C@H](O)CN2Cc2cccc(Cl)c2)O1)N1CCOCC1	-0.2	1	1	1.6	-1	0	0.2	7
C[C@H]1CN([C@@H](C)CO)C(=O)c2cc(C#Cc3ccccc3)cnc2O[C@@H]1CN(C)Cc1ccccn1	0.3	?	-10	-1.8	-2	1	-1.4	-22
CC[C@@H]1[C@H]2CCCC(=O)N3CC[C@@H](C[C@@H]1OC(=O)NCc1ccccc1)[C@@H]23	-0.1	-2	-25	-0.6	-4	2	0.0	-5
Cc1noc(C)c1NC(=O)Nc1cccc2c1O[C@H](CN(C)C)[C@@H](C)CN([C@H](C)CO)C2=O	nt	0	-1	1.3	-14	1	-1.1	18
O=C(CSc1nnc(-c2ccccc2F)o1)OCc1ccccc1	nt	?	20	-5.2	9	6	nt	-4
C[C@@H]1CN([C@@H](C)CO)C(=O)c2cc(C#C[C@@H](C)O)cnc2O[C@@H]1CN(C)CC1CCOCC1	2.2	?	3	1.4	3	-6	1.0	16
CCC(=O)N1CC2(C1)CN(Cc1cc(F)ccc1F)[C@@H](CO)c1[nH]c3cc(OC)ccc3c12	-0.6	48*	nt	1.9	nt	nt	0.3	5
